HCMV antiviral: blocks human cytomegalovirus replication. HFF cells, HCMV-luciferase reporter, 72 h; active compounds read low. activity change, negative = inhibition, % at 57.5 µM. hit rate 4.5% among 410,000; in the data active means activity change below about -60%; inconclusive means no clear call, values can overlap the other calls; inactive means above about -39%
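Inhibition of viral replication was scored as loss of reporter luminescence in HFFs infected with HCMV-luciferase (MOI 1 PFU/cell) for 72 h; compounds tested at 2 doses, normalized to buffer and Salinomycin controls.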
AMA1-RON2 inh: inhibitors of Plasmodium falciparum AMA1-RON2 interaction. AlphaScreen AMA1-biotinylated RON2 peptide binding. AID 720542. hit rate 0.2% among 360,000. Potency, µM (titrated, usually from 58.2 µM), without a hit: at the highest dose activity change, negative = inhibition, most hits filed as inhibitors; active means well fitted inhibition curve with a large enough effect; inconclusive means small, poorly fitted or top-dose-only effect; inactive means no such curve, though single readings can be large or run the other way;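 further: potency means the concentration at half of the fitted maximal effect; 0% = vehicle wells and -100% = peptide control; nearly all actives have a fitted effect of over 45% in size; some results filed as inactive show a strong effect at the top dose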
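AMA1 (3D7) with his tag at 25 nM final met compounds first, then biotinylated RON2 peptide at 25 nM; detection used donor plus acceptor beads, 10 µg/mL apiece, read by AlphaScreen after 30 min at room temperature.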
* = called active by the depositor; [ ] = remark or other dose. Unless noted, on the % scale 0 is the no-effect control and ±100 the full control effect.

The opening 3 compounds, to show the layout:
O=C1CCC2CN3CCc4c([nH]c5ccccc45)C3CC2C1 (stereo not given) was read as HCMV antiviral 34 and AMA1-RON2 inh -6%.
Screening Cc1ccc([C@H]2C[C@H](n3cc(COC(=O)c4ccccc4)nn3)[C@@H](O)CN2CC2CCCCC2)cc1 returned HCMV antiviral 22 and AMA1-RON2 inh 8%.
`COc1ccc(CN2C[C@@H](CO)O[C@@H](n3cnc4c(NC5CCC5)ncnc43)C2)cc1` gave HCMV antiviral -31 and AMA1-RON2 inh -14%.

The listing, previewed entries included:
O=C1CCC2CN3CCc4c([nH]c5ccccc45)C3CC2C1 (stereo not given) was read as HCMV antiviral 34 and AMA1-RON2 inh -6%.
Screening Cc1ccc([C@H]2C[C@H](n3cc(COC(=O)c4ccccc4)nn3)[C@@H](O)CN2CC2CCCCC2)cc1 returned HCMV antiviral 22 and AMA1-RON2 inh 8%.
`COc1ccc(CN2C[C@@H](CO)O[C@@H](n3cnc4c(NC5CCC5)ncnc43)C2)cc1` gave HCMV antiviral -31 and AMA1-RON2 inh -14%.
`O=C1C(=C(I)I)c2ccccc2-c2ccccc21` gave HCMV antiviral -100* and AMA1-RON2 inh inconclusive.
O=C(Nc1ccccc1)c1ccc(F)cc1F was read as HCMV antiviral -8 and AMA1-RON2 inh -1%.
`CCCNC(=O)C1(C)CCN(Cc2csc(-c3ccc(Cl)cc3)n2)C1` (stereo not given) gave HCMV antiviral inconclusive and AMA1-RON2 inh -8%.
Screening CC1(C(=O)NS(=O)(=O)c2ccccc2C(F)(F)F)CCN1C(=O)COc1ccc(Cl)cc1 (stereo not given) returned HCMV antiviral 48 and AMA1-RON2 inh -8%.
`O=C(NC(=S)NCc1ccco1)c1ccccc1[N+](=O)[O-]` gave HCMV antiviral 9 and AMA1-RON2 inh 0%.
Screening CC(=O)N1C[C@H]2CON(C)[C@H]2C[C@H]1c1ccccc1 returned HCMV antiviral 2 and AMA1-RON2 inh 0%.
C[C@@H]1CN([C@@H](C)CO)S(=O)(=O)c2ccc(Br)cc2O[C@@H]1CN(C)C(=O)c1ccccn1 was read as HCMV antiviral 24 and AMA1-RON2 inh 4%.
For c1cc(-c2ccsc2)n2ccnc2c1 the results were HCMV antiviral -5 and AMA1-RON2 inh -2%.
`CCc1nc2ccc(C(=O)N(C)Cc3ccco3)cn2c1N(CC)C(=O)NCCc1ccccc1` gave HCMV antiviral -6 and AMA1-RON2 inh 4%.

Arranged by number of heavy atoms (high to low): part of the list above
Screening Cc1ccc([C@H]2C[C@H](n3cc(COC(=O)c4ccccc4)nn3)[C@@H](O)CN2CC2CCCCC2)cc1 returned HCMV antiviral 22 and AMA1-RON2 inh 8%.
`CCc1nc2ccc(C(=O)N(C)Cc3ccco3)cn2c1N(CC)C(=O)NCCc1ccccc1` gave HCMV antiviral -6 and AMA1-RON2 inh 4%.
O=C1CCC2CN3CCc4c([nH]c5ccccc45)C3CC2C1 (stereo not given) was read as HCMV antiviral 34 and AMA1-RON2 inh -6%.
For c1cc(-c2ccsc2)n2ccnc2c1 the results were HCMV antiviral -5 and AMA1-RON2 inh -2%.

Next entries
C[C@@H]1CN([C@@H](C)CO)C(=O)CCCn2nncc2CO[C@H]1CN(C)C(=O)NC1CCCCC1 was read as HCMV antiviral 29 and AMA1-RON2 inh 13%.
Screening CC1=C(C(=O)N(C(C)C)C(C)C)CC(CC(=O)NC2CC2)C(=O)N1CCCN1CCCC1=O (stereo not given) returned HCMV antiviral 32 and AMA1-RON2 inh 2%.
For CN(C(=O)c1cccc(NC(=O)Cc2ccc(NC(=O)C3CCCN(C(=O)C4CCCCC4)C3)cc2)c1)C1CCCC1 (stereo not given) the results were HCMV antiviral -27 and AMA1-RON2 inh 15%.
For O=C(OCc1cn([C@H]2C[C@H](c3ccccc3)N(Cc3cccs3)C[C@@H]2O)nn1)c1ccccc1 the results were HCMV antiviral 11 and AMA1-RON2 inh -12%.
C[C@H]1CN([C@@H](C)CO)C(=O)CCCn2nncc2CO[C@H]1CN(C)C(=O)c1ccc2ccn(C)c2c1 was read as HCMV antiviral 41 and AMA1-RON2 inh 11%.
Screening Cc1occc1C(=O)N(C)CC1CCCN(CCc2ccc(Cl)cc2)C1 (stereo not given) returned HCMV antiviral -16 and AMA1-RON2 inh -3%.
Screening COc1ccc(C=NNC(=O)CCCC(=O)NN=Cc2ccc(OC)c(OC)c2)cc1OC returned HCMV antiviral -29 and AMA1-RON2 inh 86%[activator].
For O=C(O)C1Nc2c(Cl)cc(Cl)c(Cl)c2C2C=CCC12 (stereo not given) the results were HCMV antiviral -8 and AMA1-RON2 inh -13%.
O=C(O)c1ccc2c(c1)C(=O)N(c1ccc(C(=O)OCC(=O)c3ccccc3)cc1)C2=O was read as HCMV antiviral 5 and AMA1-RON2 inh 2%.
Screening Cc1ccc([C@H]2C[C@@H](O)[C@H](n3cc(C4CC4)nn3)CN2C(=O)c2cccs2)cc1 returned HCMV antiviral 29 and AMA1-RON2 inh 1%.
O=C(O)c1cccc(NS(=O)(=O)c2ccc(Cl)c(C(=O)Nc3cccc([N+](=O)[O-])c3)c2)c1 was read as HCMV antiviral 36 and AMA1-RON2 inh -8%.
`Cc1ccc(NS(=O)(=O)c2ccc(NC(=O)c3ccccc3C(=O)O)cc2)cc1C` gave HCMV antiviral -29 and AMA1-RON2 inh -6%.
`CC(C)(C)NC(=O)C(c1ccncc1)n1c(=O)c(-c2cc3ccccc3[nH]2)nc2ccccc21` (stereo not given) gave HCMV antiviral 171 and AMA1-RON2 inh 53%[activator].
For CCCN(C(=O)COC(=O)CNS(=O)(=O)c1ccc(NC(C)=O)cc1)C1CCS(=O)(=O)C1 (stereo not given) the results were HCMV antiviral -23 and AMA1-RON2 inh 3%.
O=C1C=CC(=O)N1c1ccccn1 was read as HCMV antiviral 7 and AMA1-RON2 inh -3%.
For CCC(CC)C(=O)N(C)c1c(C)nc2c(OCc3ccc(Cl)cc3Cl)cccn12 the results were HCMV antiviral 75 and AMA1-RON2 inh -14%.
`COc1cc(F)ccc1-c1cc(C(=O)Nc2ccc(NC(C)=O)cc2)[nH]n1` gave HCMV antiviral inconclusive and AMA1-RON2 inh -1%.
Screening Cc1cncc(NCc2ccc3c(c2)OCO3)n1 returned HCMV antiviral 81 and AMA1-RON2 inh -9%.
COc1ccc(C2C3=C(COC3=O)Oc3cc4c(cc32)OCO4)cc1OC (stereo not given) was read as HCMV antiviral -24 and AMA1-RON2 inh -19%.
`CCCCNc1c(-c2ccc(OC)c(SC(C)CC)c2)nc2cnccn12` (stereo not given) gave HCMV antiviral -20 and AMA1-RON2 inh 14%.
Screening O=C(O)c1cccc(NC(=S)NC(=O)c2cncc(Br)c2)c1 returned HCMV antiviral 33 and AMA1-RON2 inh 59%[activator].
CC(C)(C)OC(=O)N1CCCC(C(=O)Nc2ccc(C(=O)NCc3ccccc3)cc2)C1 (stereo not given) was read as HCMV antiviral -9 and AMA1-RON2 inh -3%.
`COCCN(CCOC)Cc1cc(=O)oc2cc(OC)ccc12` gave HCMV antiviral -4 and AMA1-RON2 inh 5%.
For O=C(C=Cc1cccs1)c1cccs1 the results were HCMV antiviral inconclusive and AMA1-RON2 inh -12%.
`CCc1ccccc1NC(=O)CN1CCN(C(=O)c2cc(C3CC3)nn2-c2ccccc2)CC1` gave HCMV antiviral -3 and AMA1-RON2 inh 13%.
For Cc1ccc([C@H]2C[C@@H](O)[C@H](n3cc(COC(=O)c4ccccc4)nn3)CN2Cc2cccs2)cc1 the results were HCMV antiviral -2 and AMA1-RON2 inh 14%.
O=C1NC(Cc2ccccc2)c2nc3ccc(Cl)cc3c(=O)n2-c2cc3ccccc3cc21 (stereo not given) was read as HCMV antiviral 0 and AMA1-RON2 inh 3%.
For NC(Cc1ccccc1Cl)c1nn[nH]n1 (stereo not given) the results were HCMV antiviral -5 and AMA1-RON2 inh 85%[activator].
C[C@@H]1CCCCO[C@H](CN(C)C(=O)Nc2ccc(F)cc2)[C@@H](C)CN([C@H](C)CO)C(=O)c2cc(N(C)C)ccc2O1 was read as HCMV antiviral -12 and AMA1-RON2 inh -12%.
C[C@@H]1CN([C@H](C)CO)C(=O)CCCn2nncc2CO[C@@H]1CN(C)S(=O)(=O)c1ccc(Oc2ccccc2)cc1 was read as HCMV antiviral -31 and AMA1-RON2 inh -3%.
O=C(c1[nH]c(C(F)(F)F)nc1-c1ccccc1)N1CCN(c2cccc(C(F)(F)F)n2)CC1 was read as HCMV antiviral inconclusive and AMA1-RON2 inh 52%.
`CCC1CC(C(=O)Nc2ccccc2)C(=O)O1` (stereo not given) gave HCMV antiviral -1 and AMA1-RON2 inh -6%.
Screening Cc1ccc2c(=O)n3c(nc2c1)C(Cc1ccccc1)NC(=O)c1cccnc1-3 (stereo not given) returned HCMV antiviral -9 and AMA1-RON2 inh -6%.
Screening CC1(Cc2ccccc2C#N)C(=O)Nc2ccc(-c3ccccc3)cc21 (stereo not given) returned HCMV antiviral 13 and AMA1-RON2 inh 4%.
`CC(=O)C1C(N2CC2)CC2C3CCC4=CC(=O)CCC4(C)C3CCC21C` (stereo not given) gave HCMV antiviral -63* and AMA1-RON2 inh 15%.
Screening Cc1c(C(=O)NCc2ccc(Cl)c(Cl)c2)sc(=O)n1Cc1ccccc1F returned HCMV antiviral 4 and AMA1-RON2 inh -5%.
Screening c1ccc(-c2nc3ccccn3c2-c2ccccc2)cc1 returned HCMV antiviral 23 and AMA1-RON2 inh -18%.
For Nc1ccn(C2CCCCO2)c(=O)n1 (stereo not given) the results were HCMV antiviral -27 and AMA1-RON2 inh -2%.
Screening CCOc1ccc(CCN2C(=S)N([C@@H](CC(C)C)CN3CCC[C@@H]3CN3C(=S)NC[C@@H]3Cc3ccc(O)cc3)C[C@@H]2CC(C)C)cc1 returned HCMV antiviral -29 and AMA1-RON2 inh 2%.
COc1ccc(CNC(=O)Nc2nc(C(N)Cc3ccc(F)cc3)cs2)cc1 (stereo not given) was read as HCMV antiviral -2 and AMA1-RON2 inh 72%[activator].
For O=C(CSc1nnc(-c2cccnc2)o1)Nc1ccc(F)cc1 the results were HCMV antiviral -76* and AMA1-RON2 inh 7%.
CCCNC(=O)C1(C)CCN(Cc2cc(C(F)(F)F)ccc2Cl)C1 (stereo not given) was read as HCMV antiviral inconclusive and AMA1-RON2 inh -5%.
For C=CCC(NC(=O)N(C)C)(C(C)=O)C(=O)OC (stereo not given) the results were HCMV antiviral -14 and AMA1-RON2 inh 1%.
`Oc1ccccc1C=NNC(=S)Nc1ccc(F)cc1` gave HCMV antiviral -83* and AMA1-RON2 inh -60%.
`CC1(C)CC(Cc2cccc(C(F)(F)F)c2)N(C(=O)OC(C)(C)C)C1` (stereo not given) gave HCMV antiviral -6 and AMA1-RON2 inh 14%.
Screening CC(C)Nc1ncnc2c1ncn2[C@H]1CN(Cc2ccc(F)cc2)C[C@@H](CO)O1 returned HCMV antiviral -2 and AMA1-RON2 inh 6%.
For OCC[C@@H]1C[C@@H](O)[C@H](O)[C@]2(CCCO2)O1 the results were HCMV antiviral -8 and AMA1-RON2 inh -2%.
O=C(N[C@H](CO)c1ccccc1)[C@H]1O[C@@H](n2ccc(=O)[nH]c2=O)[C@H](O)[C@@H]1O was read as HCMV antiviral -11 and AMA1-RON2 inh -5%.
Screening CCCCn1cnc2c(SCc3ccc([N+](=O)[O-])cc3)nc(N)nc21 returned HCMV antiviral -21 and AMA1-RON2 inh 20%.
Screening Cc1cccc(NC(=O)C(C)Sc2ncnc3sccc23)c1 (stereo not given) returned HCMV antiviral inconclusive and AMA1-RON2 inh 13%.
`Nc1cc2c(cc1Br)-c1c(C(=O)O)cccc1C2O` (stereo not given) gave HCMV antiviral -2 and AMA1-RON2 inh 8%.
O=C(Nc1ccc(S(=O)(=O)Nc2ncccn2)cc1)c1ccc(Br)cc1 was read as HCMV antiviral inconclusive and AMA1-RON2 inh -8%.
Screening OC[C@H]1O[C@@H](c2nc(-c3ccc4c(c3)CCO4)no2)[C@H](O)[C@@H](O)[C@H]1O returned HCMV antiviral -3 and AMA1-RON2 inh 4%.
`O=C1c2ccccc2C(=O)N1CCOc1ccccc1` gave HCMV antiviral 66 and AMA1-RON2 inh 9%.
For CC(OC(=O)c1cccc(S(=O)(=O)N2CCOCC2)c1)C(=O)NCC1CCCCC1 (stereo not given) the results were HCMV antiviral -21 and AMA1-RON2 inh -9%.
`CN(C)[C@H]1CCN([C@H]2CS(=O)(=O)N[C@@H]2COCc2ccccc2)C1` gave HCMV antiviral 25 and AMA1-RON2 inh 17%.
For CCc1nc2ccc(C(=O)N3CCN(C(C)=O)CC3)cn2c1N(C)C(=O)c1cccc(OC)c1 the results were HCMV antiviral 21 and AMA1-RON2 inh 6%.
For CCc1nc2ccc(C(=O)NCCN3CCNC3=O)cn2c1N(CCC(C)C)CCN(C)C the results were HCMV antiviral -19 and AMA1-RON2 inh 6%.
Cc1noc(C)c1-c1ccc(C(=O)Nc2ccc(C(C)C)cc2)c2occc12 was read as HCMV antiviral -8 and AMA1-RON2 inh -7%.
CSCCC(c1nnnn1C1CCCC1)N1CCC2(CC1)C(=O)NCN2c1ccccc1 (stereo not given) was read as HCMV antiviral -30 and AMA1-RON2 inh 0%.
Screening CCCCCCCCNS(=O)(=O)CCNCc1ccccc1OC returned HCMV antiviral 6 and AMA1-RON2 inh 8%.
`COc1ccccc1CN1[C@@H](CC(C)=O)c2cc(C(F)(F)F)ccc2S1(=O)=O` gave HCMV antiviral 13 and AMA1-RON2 inh 8%.

Screening results: PubChem BioAssay, National Center for Advancing Translational Sciences (NCATS)

Only part of the results is shown; rates above refer to the full screens.
